Assay outcomes from PubChem BioAssay.
FBPA Giardia inh: qHTS Assay for Inhibitors of Fructose-1,6-bisphosphate Aldolase from Giardia Lamblia; purified Giardia FBPA; 290,000 tested, 0.71% active; Potency, µM (series often up to 59.6 µM), for the others: at the top dose activity, negative = inhibition, most hits filed as inhibitors; A8B2U2; note: potency is the fitted concentration of half-maximal effect; % is set by controls: 0 for no effect and ±100 for the full control effect; nearly all actives have a fitted effect of over 55% in size
Target sequence (A8B2U2 whole entry, looked up): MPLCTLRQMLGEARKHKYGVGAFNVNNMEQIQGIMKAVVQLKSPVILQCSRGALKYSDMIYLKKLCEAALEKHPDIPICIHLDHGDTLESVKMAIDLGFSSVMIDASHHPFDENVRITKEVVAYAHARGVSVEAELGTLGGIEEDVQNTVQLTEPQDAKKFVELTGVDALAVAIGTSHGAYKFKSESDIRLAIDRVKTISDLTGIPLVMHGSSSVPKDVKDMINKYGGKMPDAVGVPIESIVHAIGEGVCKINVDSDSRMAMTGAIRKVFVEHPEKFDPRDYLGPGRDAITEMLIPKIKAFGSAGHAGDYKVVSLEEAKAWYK
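40 nM FBPA preincubated 10 min at RT with compound (up to 57.5 uM final), then substrate plus GAPDH/TPI/NAD/arsenate coupling and diaphorase/resazurin added. Fluorescence read after 20 min at RT, 525/598 nm.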
Shiga toxin inh: A qHTS for Small Molecule Inhibitors of Shiga Toxin; Vero cells, Shiga toxin protein synthesis inhibition reporter; inhibition, % at 38.7 µM; 290,000 tested, 9.2% active; AID 2315, 2010; in the data active = inhibition mostly above about 28%, no sharp cut-off; inactive = mostly below about 43%; note: 0% is about no effect
Cycloheximide cs: Cycloheximide Counterscreen for Small Molecule Inhibitors of Shiga Toxin; cell reporter, cycloheximide protein synthesis inhibition counterscreen; 300,000 tested, 12% active; max response, %; in the data active = max response mostly above about 13%, no sharp cut-off; inactive = mostly below about 14%; note: read at 38.3 µM for the half of the compounds with a filed dose; 0% is about no effect
Pf growth 96h: Primary qHTS for delayed death inhibitors of the malarial parasite plastid, 96 hour incubation. P. falciparum luciferase reporter growth, 96 h. 320,000 tested, 6.9% active. Potency, µM (doses to about 28.7 µM), without a hit: at the top dose activity change, negative = inhibition, most hits filed as inhibitors; note: potency is the fitted concentration of half-maximal effect; % is set by controls: 0 for no effect and ±100 for the full control effect
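Infected RBCs, 2% Hct / 0.05% parasitemia final; luciferase-reporter P. falciparum; cpd 96 h, 37 C, 5% CO2; luciferase detection reagent; luminescence.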
Sm TGR inh: qHTS Assay for the Inhibitors of Schistosoma Mansoni Peroxiredoxins | purified TGR, DTNB reduction, TNB absorbance 405 nm | Potency, µM (titrated, usually from 114 µM), without a hit: at the highest dose activity change, negative = inhibition, most hits filed as inhibitors | 360,000 tested, 3% active | AID 485364, 2010; note: potency is the fitted concentration of half-maximal effect; % is set by controls: 0 for no effect and ±100 for the full control effect; nearly all actives have a fitted effect of over 60% in size
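First, TGR (20 nM dispensed) and NADPH were mixed with compound. Second, a 15 min room-temperature incubation followed. Third, further NADPH and then DTNB were added to start the reaction. Finally, TNB absorbance was monitored kinetically.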
Pf growth 48h: Primary qHTS for delayed death inhibitors of the malarial parasite plastid, 48 hour incubation. 310,000 tested, 5.9% active. P. falciparum luciferase growth in erythrocytes, 48 h. Potency, µM (series often up to 28.7 µM), without a hit: top-dose activity change, negative = inhibition, usual class: inhibitors; note: potency is the fitted concentration of half-maximal effect; % is set by controls: 0 for no effect and ±100 for the full control effect
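Parasite viability was followed by luminescence of a genomically integrated firefly luciferase. Cultures held 0.1% parasitemia at 2% hematocrit (final), incubated under 5% CO2 at 37 C.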
Active calls of the source: *; u = inconclusive; x = not tested or not shown; + = active, no number; & = joins results of further samples; [ ] = dose if it differs, or a comment. Unless noted, calls come from the whole dose curve; as a rule, active = well fitted curve in the direction sought with a large enough effect; inconclusive = small, poorly fitted or top-dose-only effect, or another doubt; inactive = no such curve, though single readings can be large; an effect the other way counts as inactive or inconclusive.

SMILES	FBPA Giardia inh	Shiga toxin inh	Cycloheximide cs	Pf growth 96h	Sm TGR inh	Pf growth 48h
Cc1cc(C)nc(SCc2ccc(Cl)cc2)n1	-6%	7	-3	u	6%	4%
COCCn1c(SCc2ccccc2Cl)nc2c1c(=O)[nH]c(=O)n2C	1%	-11	-2	15%	-34%	-17%
COc1ccccc1C(=O)Nc1nc2cc3c(cc2s1)OCCO3	0%	61*	34*	168%[activator]	2%	113%[activator]
C=CCNC(=O)c1ccc(N(Cc2ccc(Cl)cc2)S(C)(=O)=O)cc1	19%	x	-1	218%[activator]	7%	-3%
C=CCNCc1cccn1-c1sc2c(c1C#N)CCCC2	-17%	-10	-6	-45%	-29%	-12%
COc1ccc(-n2c(Cc3cccn3C)nnc2SCC(=O)Nc2ccccc2)cc1	-2%	-3	-2	u	u	12µM*
O=C(Nc1nc(-c2cccs2)c(C(=O)C(F)(F)F)s1)c1ccccc1	-3%	20	12	2%	1%	12%
O=C1CNC(=S)N1Cc1ccc(Cl)cc1	0%	14	-1	12%	-14%	13%[0.00184 µM]
COc1ccccc1NC(=O)C(=O)Nc1ccccn1	3%	94*	76*	x	-19%	396%[activator]
COc1cccc2c1cc1c(=O)n(CC(=O)N3CCC(C)CC3)nc(C)n12	x	-5	-1	111%[activator]	-1%&4%	12%
Cc1cc(-n2cnc3c(=O)[nH]cnc32)ccc1N	0%	-3	-2	-4%	-7%	54%[activator]
O=C(C1CCC1)N1CCN(Cc2ccccc2)CC1	0%	-1	-4	u	-7%	38%[activator]
Cc1ccc(-c2csc(NC(=S)NC(=O)c3cccs3)n2)cc1	-14%	-9	-1	1%	-4%	18%
O=C(NNS(=O)(=O)c1ccc(C(F)(F)F)cc1)c1cnn(-c2ccccc2)c1C(F)(F)F	10%	8	-1	63%[activator]	3%	43%[activator]
O=C(OCC1OC(n2cc(Br)c(=O)[nH]c2=O)C(Br)C1O)c1ccccc1 (stereo unspecified)	0%	-4	1	u	-31%	31%[activator]
CCCC12CN3CCN(C1)CC(CCC)(C3)C2=O	3%	1	-1	-29%	13%	7%
CC(Sc1n[nH]c(-c2cccs2)n1)C(=O)Nc1ccccc1F (stereo unspecified)	x	x	x	u	-3%	-6%
CCOc1nc(NC(=O)NS(=O)(=O)c2ccccc2F)nc(-c2ccccc2)n1	4%	53*	21	u	1%	63%[activator]
Cc1cccc(NC(=O)c2ccc3c(c2)OCCO3)c1C	1%	109*	47*	-9%	2%	110%[activator]
CCN1CCN(Cc2ccc(NC(=O)c3cc(NC(=O)c4cc5cccc(OC)c5o4)cc(OC)c3)cc2C(F)(F)F)CC1	-7%	-25	-8	0.29µM*	23%	0.83µM*
COc1cc(OC)cc(C(=O)Nc2ncc3c(n2)CC(C)(C)CC3=O)c1	15%	39	9	u	-6%	20%
COc1cc(/C=C2/NC(=O)N(CC(=O)Nc3ccc(C)cc3)C2=O)ccc1Oc1ccc([N+](=O)[O-])cn1	5%	-2	1	15%	x	6%
O=C(CNC(=O)c1ccc(Br)o1)NNC(=O)c1ccc(Br)cc1	x	x	x	-8%	-1%	6%
CCCCn1nc2cc(C(=O)NCC34CC5CC(CC(C5)C3)C4)ccc2c1OC	-3%	-24	16	15µM*	16%	u
COc1ccc(CNC(=O)CN(Cc2ccccc2OC)C(=O)c2csnn2)cc1	6%	-3	-5	3%	-21%	-3%
Cc1ccc(CNC(=O)CN2C(=O)COc3ccc(C)cc32)cc1	1%	-20	-6	2%	1%	20%
CCCc1cc(=O)oc2c3c(cc(OCC(=O)N[C@@H](C)C(=O)O)c12)OC(C)(C)CC3	-6%	1	-2	-3%	0%	-1%
Cc1ccc(S(=O)(=O)N2CCN(C(=O)N(C)C)CC2)cc1	2%	-22	1	u	5%[57.1 µM]	6%
Cn1cc(CN2CCN(Cc3ccc4c(c3)OCO4)CC2)c(-c2ccccc2F)n1	0%	-14	0	u	-20%	0%
COc1ccc(Cc2nnc(Nc3ccccc3)s2)cc1Br	7%	-4	6	-2%	-17%	u
Cc1cc(N2CCN(C)CC2)nc2ccc(NC(=O)c3ccccc3F)cc12	-3%	72*	37*	9.3µM*	8%&-3%	33%[activator]
COCCNC(=O)C(c1cccs1)N(C(=O)Cn1nnc2ccccc21)c1ccc(OC)cc1 (stereo unspecified)	3%	12	-3	28%	5%	-14%
O=C(Nc1ccc2c(c1)OCO2)O[C@@H]1C[C@H]2CCCC(=O)N3CC[C@@H](C1)[C@@H]23	7%	8	7	42%[activator]	1%	21%
CC(Sc1ccccc1)C(=O)NNC(=O)c1csc(N2CCOCC2)n1 (stereo unspecified)	x	x	x	1%	1%	-5%
COc1ccccc1N1CCN(CC(O)COc2ccc3c(C)cc(=O)oc3c2)CC1 (stereo unspecified)	4%	3	-2	u	3%	u
CCCCCCC(=O)N/N=C/c1c(O)n(C(C)CC)c(=S)[nH]c1=O (stereo unspecified)	u	11	7	u	0%	u
COc1ccc(CCNC(=O)COC(=O)c2cc(S(=O)(=O)N3CCCC3)ccc2O)cc1	x	x	x	u	2%	u
CCCc1cc(N2CCN(C(=O)c3ccco3)CC2)n2c(nc3ccccc32)c1C#N	2%	18	8	x	40µM*	12µM*
O=C(Nc1cccc(S(=O)(=O)C(F)F)c1)c1ccc(S(=O)(=O)N2CCCCC2)cc1	-7%	-6	-3	-5%[5.75 µM]	-6%	-15%[5.75 µM]
Cc1cc(Cl)ccc1OCCCC(=O)N/N=C/c1cccc([N+](=O)[O-])c1	u	0	-2	-15%	6%	3%
Cc1cccc(N)c1SC1CCCCC1O (stereo unspecified)	-4%	3	-6	-14%	11%	10%
CCc1nnc2n1N=C(c1cccc([N+](=O)[O-])c1)CS2	-1%	-10	-1	9%	u	13%
CC(C)c1nc2oc3c(NCc4cccnc4)ncnc3c2c2c1CCC2	-1%	-10	-3	0%	-11%	-5%
CC(Sc1ccc(Cl)cc1)C(=O)Nc1ccc(S(=O)(=O)N2CCOCC2)cc1 (stereo unspecified)	0%	-16	10	-23%	31%	u
O=S(=O)(c1ccccc1)c1nc(-c2ccco2)oc1NCc1ccccc1	-17%	15	9	8.3µM*	35µM*	x
CCOC(=O)Cc1csc(NC(=O)CSc2nnc(-c3ccc(C)cc3)o2)n1	12%	12	3	8%	3%	-20%
COc1cc(/C=C/C(=O)OCC(=O)NCc2ccco2)ccc1O	x	x	x	5%	28µM*	u
COc1ccc(/C=N/NC(=O)NC23CC4CC(CC(C4)C2)C3)c(OC)c1	12%	-6	-5	u	-2%	8.3µM*
CCc1ccc2c(c1)c1nc(C)sc1n2CC	u	24	-2	-18%	63%[activator]	x
CCc1ccc(N=CC23c4ccccc4C(c4ccccc42)C2C(=O)N(c4ccc(OC)cc4)C(=O)C23)cc1 (stereo unspecified)	-6%	-6	-1	u	-1%	u

Continuation.
SMILES	FBPA Giardia inh	Shiga toxin inh	Cycloheximide cs	Pf growth 96h	Sm TGR inh	Pf growth 48h
O=C(NCC(=O)N1CCC2(CC1)NCCc1[nH]cnc12)c1cccc(Cl)c1	x	14	7	7%	u	15%
Cc1ccc(CC(=O)Nc2ccc(S(=O)(=O)Nc3nccc(C)n3)cc2)cc1	u	-7	1	29%	-1%	3%
O=C(NCc1cccnc1)c1cc(S(=O)(=O)N2CCCCC2)ccc1Cl	6%	-1	-2	x	-13%	8%
CC1CN(C(=S)Nc2ccccc2)CC(C)O1 (stereo unspecified)	2%	8	-3	-29%	-11%	-14%
CN(C)C(CNC(=O)c1cccc(C(F)(F)F)c1)c1ccco1 (stereo unspecified)	6%	-6	7	49%[activator]	-2%	-1%
O=C(NCCN1CCOCC1)c1ccc2c(c1)N(Cc1cccc(F)c1)C(=O)c1ccccc1S2	-10%	-10	-8	-13%	u	u
CCC(C)C(NC(=O)[C@@H](NC(=O)c1ccccc1F)C(C)C)C(=O)OC (stereo partly specified)	3%	-11	11	u	4%	x
O=C(CCS(=O)(=O)c1cccs1)Nc1ccc(C(=O)NC2CCCC2)cc1	3%	22	-3	u	0%	-36%[1.15 µM]
Nn1c(SCC(=O)Nc2ccccc2F)nnc1-c1cccs1	x	x	x	16%	5%	-2%
CN(C)CCCOc1cccc(Cl)c1	-16%	6	-2	133%[activator]	-20%	11%
CC(C)c1ccccc1-n1c(SCC(=O)N2CCN(c3ccccc3)CC2)nnc1-c1cccnc1	-3%	-14	-3	8.3µM*	-15%	u
CC1=NN(C(=O)Cn2ccc([N+](=O)[O-])n2)C(O)(C(F)(F)F)C1 (stereo unspecified)	7%	-5	-2	-19%	2%	-4%
O=C(O)CCc1nn2c3ccccc3n(CCN3CCCCC3)c2nc1=O	1%	-26	-4	9%	6%	x
COc1ccc(N2CCN(c3nc4cc(C)ccc4cc3C=O)CC2)cc1	5%	2	-9	20%	-8%	-11%
CCOc1ccc(NC(=O)C(C)Sc2nnc(C)n2C)cc1 (stereo unspecified)	0%	15	-2	13µM*	-2%	7%
O=C(NCC1CCCO1)c1csc(Nc2cccc3ccccc23)n1 (stereo unspecified)	16%	77*	41*	-3%	1%	u
COc1c(Cl)ccc(Cl)c1C(=O)NC(=O)N1CCOCC1	5%	-7	-8	14%	-20%	41%[activator]
Cc1cc(C)nc(N2CCN(c3nc(C)cc(C)n3)CC2)n1	0%	-7	1	x	10%	21%
N/C(Cc1cccc2ccccc12)=N\OC(=O)c1ccccc1F	x	23	23*	u	-26%	u
COc1ccccc1C(=O)NCCN1CCN(C(=O)c2ccccc2OC)CC1	0%	-5	-4	486%[activator]	u	-15%

Of the compounds above, four have a nitro group on carbon:
SMILES	FBPA Giardia inh	Shiga toxin inh	Cycloheximide cs	Pf growth 96h	Sm TGR inh	Pf growth 48h
COc1cc(/C=C2/NC(=O)N(CC(=O)Nc3ccc(C)cc3)C2=O)ccc1Oc1ccc([N+](=O)[O-])cn1	5%	-2	1	15%	x	6%
Cc1cc(Cl)ccc1OCCCC(=O)N/N=C/c1cccc([N+](=O)[O-])c1	u	0	-2	-15%	6%	3%
CCc1nnc2n1N=C(c1cccc([N+](=O)[O-])c1)CS2	-1%	-10	-1	9%	u	13%
CC1=NN(C(=O)Cn2ccc([N+](=O)[O-])n2)C(O)(C(F)(F)F)C1 (stereo unspecified)	7%	-5	-2	-19%	2%	-4%

(listing goes on)
SMILES	FBPA Giardia inh	Shiga toxin inh	Cycloheximide cs	Pf growth 96h	Sm TGR inh	Pf growth 48h
O=C(NC(=S)Nc1ccccc1N1CCCCC1)c1ccc(-c2cccc([N+](=O)[O-])c2)o1	-4%	11	-1	x	u	19%
Cc1ccc(OC(=O)c2cccc(S(=O)(=O)N3CCCC3)c2)c(-n2nc3ccccc3n2)c1	-4%	+	69*	-43%	-2%	231%[activator]
CCN(CC(=O)Nc1cc(Cl)ccc1C)C(=O)c1ccc(N2CCCC2=O)cc1	x	x	x	-20%	-5%	-12%
CN(C)C(=O)CSc1nnc(-c2ccc(S(=O)(=O)N3CCCC3)cc2)n1C	-4%	16	7	-13%	0%	-13%
C/C(CC(=O)Nc1cc(C)ccn1)=N\NC(=O)C(=O)Nc1cccc(C)c1	-1%	32	26*	1.5µM*	-2%	82%[activator]
CCCCCC(=O)N(O)C1CC(=O)N(c2ccccc2)C1=O (stereo unspecified)	-3%	-3	-1	u	u	10µM*
CC(=O)N1CCN(C(=O)c2ccc(OC3CCN(Cc4ccccn4)CC3)cc2)CC1	-6%	12	5	7%	u	u

Arranged by formula weight (highest first): three of the compounds above
SMILES	FBPA Giardia inh	Shiga toxin inh	Cycloheximide cs	Pf growth 96h	Sm TGR inh	Pf growth 48h
O=C(CCS(=O)(=O)c1cccs1)Nc1ccc(C(=O)NC2CCCC2)cc1	3%	22	-3	u	0%	-36%[1.15 µM]
CC(Sc1n[nH]c(-c2cccs2)n1)C(=O)Nc1ccccc1F (stereo unspecified)	x	x	x	u	-3%	-6%
Cc1ccc(S(=O)(=O)N2CCN(C(=O)N(C)C)CC2)cc1	2%	-22	1	u	5%[57.1 µM]	6%
